NPR1 activator = GC-A stimulated cGMP production enhancers – HEK293 GC-A cells, cGMP TR-FRET, EC30 ANP, primary screen. Atrial natriuretic peptide receptor 1 (Homo sapiens), P16066. 0% at EC30 ANP, 100% saturating ANP. activation, % at 10 µM. hit rate 0.14% among 370,000. AID 1671463, 2021; in the data active = activation above about 40%
FXN GAA850 act = FXN promoter activators, primary screen, cell-based, luciferase luminescence, HEK293 lucGAA850; HEK293 lucGAA850 FXN promoter luciferase reporter, 24 h; percent of 10 µM SAHA response; activation, % at 6 µM; hit rate 0.56% among 360,000;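 active = activation above the average of all compounds screened plus 3 SD, cutoff fixed separately per campaign, cut at about 7.5% in these data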;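 also: 0% = DMSO wells and 100% = 10 µM SAHA wells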
hcDAF-12 act = H. contortus DAF-12 nuclear receptor activators, primary screen, cell-based, luminescence, HEK293, lit1-tk-luc reporter. activation, % at 6.8 µM. HEK293 hcDAF-12 lit1-tk-luc reporter; 0% DMSO, 100% Δ7-dafachronic acid. hit rate 1.4% among 370,000;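 active = activation above the mean of all tested compounds plus 3 SD, cut at about 5.5% in these data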;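 also: 100% = response to 3 µM Δ7-dafachronic acid high control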
PG9 binder = binders of HIV-1 gp120 antibody PG9, primary screen, biochemical, TR-FRET; hit rate 0.43% among 360,000; TR-FRET gp120-PG9 antibody binding; AID 624416, 2012; HIV-1 gp120 / PG9 antibody interaction; inhibition, % at 6.7 µM; in the data active = inhibition above about 8.5%
ADAM17 inh = ADAM17 inhibitors, primary screen, biochemical, QFRET; hit rate 0.83% among 370,000; AID 720648, 2013; recombinant ADAM17, EDANS/DABCYL FRET peptide cleavage; inhibition, % at 6.95 µM;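 active = inhibition above the mean of compounds lying between control limits plus 3 SD, set per campaign, cut at about 8.5% in these data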;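 also: 0% = DMSO-only wells as the low control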
Target sequence (P78536 215-824 limits assumed): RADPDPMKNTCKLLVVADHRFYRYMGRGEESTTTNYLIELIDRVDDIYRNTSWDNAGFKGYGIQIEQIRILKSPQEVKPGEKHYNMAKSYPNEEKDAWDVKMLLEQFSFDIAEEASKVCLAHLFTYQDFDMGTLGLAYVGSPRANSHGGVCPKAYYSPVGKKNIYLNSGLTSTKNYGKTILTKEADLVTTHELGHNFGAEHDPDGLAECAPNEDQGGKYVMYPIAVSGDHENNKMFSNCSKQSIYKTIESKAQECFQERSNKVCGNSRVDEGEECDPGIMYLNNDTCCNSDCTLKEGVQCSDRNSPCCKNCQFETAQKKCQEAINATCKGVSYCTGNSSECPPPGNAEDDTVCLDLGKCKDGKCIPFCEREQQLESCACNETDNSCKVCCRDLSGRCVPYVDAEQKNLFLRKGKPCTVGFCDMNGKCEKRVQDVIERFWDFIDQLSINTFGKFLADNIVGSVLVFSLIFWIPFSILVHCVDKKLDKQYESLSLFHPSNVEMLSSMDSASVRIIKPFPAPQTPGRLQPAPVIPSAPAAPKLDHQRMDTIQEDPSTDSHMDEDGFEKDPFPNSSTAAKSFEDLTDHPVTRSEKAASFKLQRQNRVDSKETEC
ssDAF-12 act = S. stercoralis DAF-12 nuclear receptor activators, primary screen, cell-based, luminescence, HEK293, GRIP1 co-expression, lit1-tk-luc; Nuclear hormone receptor DAF-12 (Strongyloides stercoralis); HEK293 ssDAF-12/GRIP1 lit1-tk-luc reporter; % of 3 µM dafachronic acid response; activation, % at 6.8 µM; hit rate 1% among 370,000; AID 652126, 2013;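 active = activation above the mean over all tested compounds plus 3 SD, cut at about 0.9% in these data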;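 also: 0% = DMSO-only wells and 100% = 3 µM delta7-dafachronic acid wells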
ADAM10 inh = human ADAM10 inhibitors, primary screen, biochemical, QFRET, HTS; recombinant ADAM10, EDANS/DABCYL FRET peptide cleavage, 3 h; Disintegrin and metalloproteinase domain-containing protein 10 (Homo sapiens), O14672; hit rate 0.62% among 370,000; inhibition, % at 7 µM;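 active = inhibition above a per-campaign cutoff equal to the mean of compounds falling between control-based bounds plus 3 SD, cut at about 20% in these data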;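 also: 0% = DMSO wells while the 100% control is not disclosed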
SMARCA2 activ = SMARCA2 (BRM) function activators, primary screen, cell-based, luminescence, high throughput. AID 652017, 2013. activation, % at 9.1 µM. hit rate 1% among 370,000. MG213 cells, MMTV-luciferase reporter, dexamethasone, overnight; in the data active = activation above about 7.8%;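 also: 0% = vehicle wells and 100% = reference activator wells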
DAX1 inh-1 = DAX1 (NR0B1) inhibitors on StAR promoter, primary screen, cell-based, luminescence, SF-1 (NR5A1), full-length DAX-1 | HEK293T StAR-luciferase reporter, SF-1/DAX-1 repression relief | inhibition, % at 6.8 µM | hit rate 1.1% among 370,000 | AID 652010, 2013;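 active = inhibition above the mean over all tested compounds plus 3 SD, cut at about 3.6% in these data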;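 also: 0% = DAX-1 cells with DMSO and 100% = cells lacking DAX-1 with DMSO; higher inhibition means more luminescence from relief of DAX-1 repression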
DAX1 inh-2 = DAX1 (NR0B1) inhibitors, primary screen, cell-based, HEK293, Gal4-DAX1, luciferase luminescence | Nuclear receptor subfamily 0 group B member 1 (Homo sapiens), P51843 | HEK293 Gal4-DAX1 luciferase reporter | inhibition, % at 6.75 µM | hit rate 0.99% among 340,000 | AID 504766, 2011;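 active = inhibition above the mean over all tested compounds plus 3 SD, cut at about 4.2% in these data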;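 also: 0% = DAX1-transfected cells with DMSO and 100% = empty-vector control cells with DMSO; inhibition shows as a rise in luminescence from relieved DAX1 repression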
Target sequence (P51843 207-470 limits assumed): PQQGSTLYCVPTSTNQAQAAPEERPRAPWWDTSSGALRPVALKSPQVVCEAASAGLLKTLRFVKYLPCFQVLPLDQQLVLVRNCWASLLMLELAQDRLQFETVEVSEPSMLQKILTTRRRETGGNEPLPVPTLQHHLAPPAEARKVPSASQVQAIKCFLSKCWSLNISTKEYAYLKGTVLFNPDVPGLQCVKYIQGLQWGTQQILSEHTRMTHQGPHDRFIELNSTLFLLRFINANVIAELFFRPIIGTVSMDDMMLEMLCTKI
hgDAF-12 ag = H. glycines DAF-12 receptor agonists, primary screen, cell-based, luminescence, HEK293, GAL4 fusion, UAS-luciferase | Nuclear hormone receptor DAF-12 (Heterodera glycines), GAL4 fusion | HEK293 GAL4-hgDAF12 UAS-luciferase reporter, agonist luminescence; normalized to butyrate control | activation, % at 6.8 µM | hit rate 1.8% among 370,000 | AID 687014, 2013;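 active = activation above a cutoff set at the mean of all screened compounds plus 3 SD, cut at about 10% in these data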;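 also: 0% = DMSO wells and 100% = sodium butyrate wells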
Starred values were filed as active, the others as inactive; x = no result given.

SMILES	NPR1 activator	FXN GAA850 act	hcDAF-12 act	PG9 binder	ADAM17 inh	ssDAF-12 act	ADAM10 inh	SMARCA2 activ	DAX1 inh-1	DAX1 inh-2	hgDAF-12 ag
CSc1ncccc1C(=O)OCC(=O)N1CCN(C(=O)c2ccco2)CC1	1	-1.5	-0.2	-1.8	-1	-1.3	-4	2	-1.0	1.0	4.2
COC(=O)C(C)Sc1nc2c(c(=O)[nH]c(=O)n2C)n1CCCc1ccccc1 (stereo not given)	34	-1.5	-1.9	0.1	-1	-1.5	-4	3	-0.3	0.6	-0.4
O=S(=O)(c1ccccc1)N1CC2CC(Br)C(Br)CC21 (stereo not given)	0	1.6	-0.2	-0.2	8	-1.1	-17	-7	0.1	-0.2	0.9
CC(C)(C)C(=O)NNC(=O)CCCOc1ccc(Cl)cc1Cl	18	-1.3	-0.9	-2.2	-2	-1.5	1	0	0.0	0.2	0.0
COc1ccccc1N1CCN(CCCn2c(=S)[nH]c3ccccc3c2=O)CC1	-16	-0.5	-1.5	-1.7	-4	-1.4	2	2	0.0	1.1	0.4
COc1cc(-c2nnc(CSc3nnc4nc(C)cc(C)n34)o2)cc(OC)c1OC	-4	3.0	-0.6	0.8	-8	-0.7	-36	-4	0.2	-0.4	-0.8
O=S(=O)(O)c1cc(O)c2cc(Nc3ccccc3)ccc2c1	-6	0.8	-0.4	-4.4	-62	-1.1	-245	2	-2.3	-1.3	0.8
CCN(CC)c1ccc(C(=O)OCC(=O)N(C(C)C)C(C)C)cc1	3	-0.3	-1.3	-0.1	4	-0.6	12	-4	-0.1	-0.1	-0.9
N#CC(=C1C=CC(=NO)C(Cl)=C1)c1ccc(Cl)cc1	4	-2.5	-1.5	-3.0	-1	-1.5	3	-1	-2.4	0.8	3.5
Cc1ccc(C(=O)Nc2nncs2)cc1S(=O)(=O)N1CCOCC1	-4	0.3	-1.1	0.2	-4	-1.0	-11	-3	1.0	-0.1	-1.6
CCCCN1C(=O)C(CC(=O)NCc2cccc3ccccc23)CC(C(=O)N(C(C)C)C(C)C)=C1C (stereo not given)	-1	x	-1.9	3.4	4	-0.3	-4	-4	-0.5	x	-1.4
O=C(CN1CCN(c2ccccc2Cl)CC1)NC1CCCc2ccccc21 (stereo not given)	-37	-0.1	-1.1	0.3	-2	-0.7	2	-3	-0.7	-1.5	3.8
Cc1ccc2c(CSc3nnc(C4CC4)n3N)cc(=O)oc2c1C	2	0.2	0.8	0.2	-1	-1.5	-2	0	-0.1	3.5	0.0
O=C(O)CCN1C(=O)CC(N2C(=O)/C(=C/c3ccc(Cl)cc3)SC2=S)C1=O (stereo not given)	4	0.9	-1.1	-0.8	2	-1.1	6	0	-0.1	1.5	-0.9
Nc1nc(-c2ccccn2)nc(N)c1Cc1c(F)cccc1Cl	1	0.1	-2.0	-2.4	-5	-1.6	-25	0	-0.7	-0.6	-2.8
Cc1cc(C)c(C)c(S(=O)(=O)Nc2ccc3cn[nH]c3c2)c1C	-5	-1.0	-0.4	-1.0	-6	-0.6	99*	-2	-2.6	-1.2	-1.4
CCC(=O)N1N=C(c2c(-c3ccccc3)c3cc(Cl)ccc3[nH]c2=O)CC1c1ccco1 (stereo not given)	-23	0.1	-0.7	-1.9	-10	-1.7	-32	10*	0.1	-0.2	-1.0
Cc1ccc(NC(=S)N2C3CCCC2CC(NC(=O)C2CC2)C3)cc1C (stereo not given)	-4	-2.5	-1.2	-1.1	-1	-1.2	19	-2	0.1	1.1	-1.2
O=C(Nc1ccc([N+](=O)[O-])cc1)c1cc2ccccc2nc1Cl	6	-1.8	2.7	-0.6	-6	-0.4	1	-3	-0.8	0.8	-2.7
C=C(C)COc1ccc2c(c1)CCC1C2CCC2(C)C(=O)C(=NO)CC12 (stereo not given)	0	5.4	-1.7	-0.9	0	-0.8	0	0	0.1	0.4	-0.3
Cc1nc2ccc(S(=O)(=O)N(C)CC(=O)N3CCc4ccccc4C3)cc2s1	5	-1.1	1.6	0.7	-1	-0.8	-8	-1	-0.1	0.9	2.4
O=C(COC(=O)c1cc(=O)[nH]c2ccccc12)NC(=O)NC1CCCCC1	-2	-1.0	1.2	-0.4	-24	-0.4	-62	-1	1.2	-0.6	3.1
CCOC(=O)Cc1csc(NC(=O)c2ccc(S(=O)(=O)N3CCCC3)cc2)n1	2	-2.2	-2.4	-1.6	-3	-1.8	2	-3	-1.5	-2.0	0.1
CCCOc1ccc(-c2c(=O)n(OCC(=O)OCC)c3ccccc3[n+]2[O-])cc1	7	5.0	0.0	-0.5	-9	-1.2	-24	-1	1.4	3.1	5.4
COc1ccc(C(=O)CN(Cc2ccccc2)C2=NCCS2)cc1	1	2.1	1.4	-1.0	0	-1.5	5	5	-1.1	-0.1	-3.4
O=c1oc(CCO)cc2ccc(Br)cc12	1	3.1	-1.9	1.6	-5	-1.5	-17	1	0.1	0.2	1.0
O=C(c1ccc(Br)cc1)C(CN1CCOCC1)c1ccccc1 (stereo not given)	-56	1.5	-2.8	-1.1	-7	-1.4	3	-6	-1.2	-3.7	-3.6
CC(=O)c1cc(C#N)c(SCC(=O)C(C)(C)C)nc1C	2	2.1	2.1	-1.5	1	-0.5	-4	2	2.2	2.9	27*
CCOC(=O)C1CCCCN1Cc1cccc(OC)c1OC (stereo not given)	-3	1.4	-1.3	-1.1	-1	-1.9	8	0	-0.2	0.0	0.8
O=C(O)c1ccccc1C(=O)Nc1ccc(Br)c(C(F)(F)F)c1	5	2.1	-1.7	-1.1	-4	-1.8	-4	-2	0.5	4.1	-0.8
COC(=O)c1ccc(/C=C/c2c(-c3ccsc3)sc3ccccc23)cc1	1	2.6	-1.0	-0.4	-14	-1.1	-39	0	-0.2	-0.4	1.9
COCCn1c(SCC(=O)Nc2ccc(C(N)=O)cc2)nc2c([nH]c3ccccc32)c1=O	-3	0.9	5.2	-0.3	-5	0.5	-12	-3	-2.9	2.3	3.0
Cc1ccccc1Nc1nc(N)nc(CN2CCN(C(=O)c3ccccc3)CC2)n1	3	-0.6	0.4	-1.6	-1	-1.7	-7	-3	-0.2	1.2	1.0
CC(/C=N/NC(=O)CNc1n[nH]c(=O)[nH]c1=O)c1ccccc1 (stereo not given)	7	0.3	-2.2	0.4	-3	-1.4	-4	0	0.0	2.2	3.2
CCCCN1C(=N)N([C@@H](C)CN2CCC[C@H]2CN2C(N)=NC[C@@H]2Cc2ccccc2)C[C@H]1[C@H](C)CC	6	2.5	-1.6	0.1	-5	-1.1	5	0	-0.1	-1.3	2.1
COc1ccc2cc(C(=O)CS(=O)(=O)c3ccccc3)c(=O)oc2c1	5	2.1	4.5	-0.1	-98	-0.9	-372	-3	0.7	0.7	1.6
O=C(NNS(=O)(=O)c1ccccc1[N+](=O)[O-])c1ccc(O)cc1	3	0.5	0.6	2.1	0	-1.1	5	5	-0.3	1.3	1.0
Cc1ccc(NC(=O)C2CCCN(C(=O)c3ccc(Cl)cc3)C2)cc1S(=O)(=O)N1CCOCC1 (stereo not given)	-2	-1.2	-1.2	-0.2	1	-2.0	14	-5	-3.5	-1.6	-5.8
COc1ccc(Cl)cc1NC(=O)NNC(=O)c1ccccn1	-3	-0.2	0.2	-1.1	2	-0.5	4	-3	0.1	2.1	-0.5
CN(CCc1ccccc1)C(=O)CCc1nnc(Cc2ccc3c(c2)OCO3)o1	3	2.6	0.7	-1.9	-1	-1.0	6	1	1.8	-0.3	-0.6
C/C(CC(=O)Nc1cccc(Cl)c1Cl)=N\NC(=O)c1ccccc1N	-1	4.2	4.9	-1.2	-63	0.4	-193	5	2.4	4.2*	14*
O=C(c1cn(-c2ccccc2)nc1-c1ccc(Cl)s1)N1CCOCC1	-8	-0.1	-0.6	0.4	-4	-1.1	-3	-6	-0.9	0.0	-0.8
CC(C)[C@H](NC(=O)[C@@H]1Cc2ccccc2CN1C(=O)OC(C)(C)C)C(=O)NCC1CCCO1 (stereo not given in full)	0	-2.1	-1.0	1.1	-3	-1.3	-1	0	-0.2	-0.1	1.1
O=C(CN(c1ccccc1)S(=O)(=O)c1ccccc1[N+](=O)[O-])N1CCCC1	1	2.3	-1.7	-0.2	0	-0.3	7	0	-0.1	0.8	0.3
Cc1cc(NCCN2CCOCC2)n2nc(C)c(-c3ccc(Cl)cc3)c2n1	7	-0.3	0.2	-0.1	-3	-1.0	-5	-2	-0.6	-0.8	-0.9
CC(NC(=O)C12CC3CC(CC(C3)C1)C2)c1ccc2c(c1)OCCO2 (stereo not given)	4	-0.5	-1.9	-2.1	-3	-1.4	-2	2	-0.5	0.5	-2.9
O=C(CCNC(=O)c1ccc(Cl)cc1)Nc1cc(C(F)(F)F)ccc1N1CCOCC1	-25	-1.9	-1.1	0.3	-1	-0.9	-8	-1	-1.1	1.7	-1.7
Cc1ccc(NC(=O)CSc2nnc(CNC(=O)c3cccs3)o2)cc1	-1	-0.9	-0.7	-3.2	-1	-0.9	-1	2	0.0	0.8	3.1
O=C(c1cccc(N2C(=O)C3C4C=CC(C4)C3C2=O)c1)N1CCN(c2ccccc2)CC1 (stereo not given)	3	1.2	-0.7	-0.7	-3	-1.7	-3	-1	-0.9	-0.3	2.3
CCOC(=O)c1ccccc1NC(=O)CN(c1ccccc1C)S(C)(=O)=O	-9	1.1	-1.4	0.9	-1	-1.5	-1	-3	-1.2	0.2	-3.8
Cc1cc(NC(=O)CSc2nc3c(C)ccc(C)c3cc2C#N)no1	13	-0.4	-1.2	-14	-5	-1.0	-1	-4	-0.4	5.7*	-0.1
O=C(CCNS(=O)(=O)c1ccccc1)OCC(=O)c1ccc(Br)cc1	3	1.8	0.9	-1.2	0	-0.5	-1	3	-0.2	-0.7	-1.3
Cc1c(C(=O)NNC(=O)c2ccncc2)oc2ccccc12	1	-3.0	0.2	-0.3	1	-0.9	-2	1	0.3	0.8	0.1

Source: PubChem BioAssay
